GLA spleen mod: alpha-galactosidase A (human) modulation. P06280. human spleen homogenate, 4MU-alpha-Gal fluorescence, 40 min. Potency, µM (top dose mostly 80 µM), without a hit: top-dose activity change, negative = inhibition, usual class: inhibitors. 240,000 compounds, 0.008% hits;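 note: potency is the fitted concentration of half-maximal effect; 0% = enzyme with vehicle and -100% = no enzyme basal signal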
Target sequence (P06280 32-429 limits assumed): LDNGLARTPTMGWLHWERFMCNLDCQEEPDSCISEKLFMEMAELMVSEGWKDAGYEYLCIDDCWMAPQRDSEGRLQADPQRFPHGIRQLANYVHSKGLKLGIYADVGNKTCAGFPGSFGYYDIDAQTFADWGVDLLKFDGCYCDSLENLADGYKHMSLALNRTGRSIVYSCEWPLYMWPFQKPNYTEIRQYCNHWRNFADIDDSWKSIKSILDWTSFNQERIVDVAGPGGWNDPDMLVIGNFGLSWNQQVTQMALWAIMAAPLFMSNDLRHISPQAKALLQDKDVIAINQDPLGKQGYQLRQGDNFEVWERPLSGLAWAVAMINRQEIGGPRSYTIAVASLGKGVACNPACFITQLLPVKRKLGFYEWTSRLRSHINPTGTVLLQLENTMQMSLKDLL
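Inhibition or activation of alpha-galactosidase in human spleen homogenate is scored by 4-MU fluorescence after 40 min at 37C, pH 5.0, with 1 mM substrate. AC50s come from concentration-response fitted to the Hill equation.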
Tau fluor cs: counter-screen for tau fibril formation inhibitors | tau K18 P301L Alexa594 fluorescence, heparin fibrillization | Potency, µM (doses to about 57.7 µM), for the others: at the top dose activity change, negative = decrease | 280,000 compounds, 0.93% hits | AID 1463; note: potency is the fitted concentration of half-maximal effect; % is set by controls: 0 for no effect and ±100 for the full control effect; nearly all actives have a fitted effect of over 55% in size
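Human tau K18 P301L (15 uM unlabeled, 0.24 uM Alexa 594-labeled) in 100 mM sodium acetate pH 7 with 20 uM heparin, 6 hr at 37 C. ThT 30 uM added, 1 hr ambient; Alexa 594 FP and total fluorescence read at 555/632 nm.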
TRb SRC2 PPI: TRbeta-SRC2 interaction inhibition | P10828 | TRbeta-SRC2 peptide binding, fluorescence polarization; receptor liganded with 1 µM T3 | Potency, µM (series often up to 106 µM), without a hit: at the highest dose activity change, negative = inhibition, most hits filed as inhibitors | 280,000 compounds, 0.065% hits;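 note: potency is the fitted concentration of half-maximal effect; plate controls were bound peptide for no effect and peptide without receptor for full effect; nearly all actives have a fitted effect of over 50% in size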
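Decrease in fluorescence polarization of 20 nM Texas Red SRC2 coactivator peptide flagged inhibition of its binding to 0.6 uM TRb LBD; 1 uM T3 included, incubation 5 hr, ex 555/em 632 nm.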
Tau FP inhib: tau fibrillization inhibition (FP); K18 P301L tau heparin fibrillization, Alexa594 FP, 6 h; Potency, µM (top dose mostly 57.7 µM), for the others: at the top dose activity, negative = inhibition, most hits filed as inhibitors; P10636; 280,000 compounds, 0.39% hits; AID 1468; note: potency is the fitted concentration of half-maximal effect; % is set by controls: 0 for no effect and ±100 for the full control effect; nearly all actives have a fitted effect of over 55% in size
Target sequence (P10636 561-689 P618L limits assumed): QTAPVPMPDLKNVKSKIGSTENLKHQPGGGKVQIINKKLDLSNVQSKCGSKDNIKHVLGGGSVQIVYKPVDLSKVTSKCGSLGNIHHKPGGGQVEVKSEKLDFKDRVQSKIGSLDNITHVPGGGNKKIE
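Compound effects on tau fibrillization are measured by Alexa 594 fluorescence polarization (ex 555, em 632 nm). K18 P301L tau is used at 15 uM with 0.24 uM labeled tracer, and 20 uM heparin induces aggregation over 6 hr at 37 C.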
Epigenetic reg: regulators of epigenetic silencing causing reporter derepression in mouse cells; murine LDR cells, GFP reporter derepression, 30 h; Potency, µM (titrated, usually from 53.9 µM), for the others: at the top dose GFP activation, most hits filed as activators; 280,000 compounds, 0.2% hits; AID 1865; note: potency is the fitted concentration of half-maximal effect; % of control where 0% means no effect; nearly all actives have a fitted effect of over 60% in size
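Readout is the number of GFP-expressing murine LDR cells, counted by cytometry following washing. Cells were treated with compound for 30 h at 37 C; the stably integrated CMV-GFP locus is normally silent.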
NPSR antag: blocks cAMP signaling of the human neuropeptide S receptor; CHO-NPSR cells, cAMP TR-FRET, antagonist mode; Potency, µM (top dose mostly 38.3 µM), for the others: at the highest dose activity change, negative = inhibition, hits mostly inhibitors; 220,000 compounds, 1% hits; AID 1461; note: potency is the fitted concentration of half-maximal effect; % is set by controls: 0 for no effect and ±100 for the full control effect; nearly all actives have a fitted effect of over 50% in size; many of its hits are not listed in these tables
Target sequence (Q6W5P4 whole entry, looked up): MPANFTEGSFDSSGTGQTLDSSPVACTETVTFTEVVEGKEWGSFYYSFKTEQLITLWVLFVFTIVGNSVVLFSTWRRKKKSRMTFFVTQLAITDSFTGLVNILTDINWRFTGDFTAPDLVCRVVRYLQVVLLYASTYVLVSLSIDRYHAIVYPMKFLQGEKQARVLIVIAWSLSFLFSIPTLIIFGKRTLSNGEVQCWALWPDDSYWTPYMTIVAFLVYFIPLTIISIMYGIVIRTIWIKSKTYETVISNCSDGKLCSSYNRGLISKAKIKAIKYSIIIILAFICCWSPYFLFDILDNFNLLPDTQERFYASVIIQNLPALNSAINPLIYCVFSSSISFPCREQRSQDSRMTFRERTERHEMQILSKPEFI
CBFb RUNX1 block: CBF-beta/RUNX1 interaction disruption; Potency, µM (series often up to 59.8 µM), without a hit: top-dose activity, negative = inhibition, hits mostly inhibitors; AlphaScreen CBFb-His/RUNX1-biotin binding, biochemical; Q01196+Q13951; 230,000 tested, under 10 active; AID 1477; note: % of control where 0% means no effect
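Room-temperature protein-protein interaction test with 30 nM each of His-tagged CBF-beta and biotinylated RUNX1, 15 min with compound, then 90 min with nickel plus streptavidin beads. Signal read in AlphaScreen mode.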
TexasRed fluor: alters Texas Red total fluorescence, flagging assay interference; TRb/SRC2 Texas Red total fluorescence interference; Potency, µM (series often up to 106 µM), for the others: at the highest dose fluorescence change, negative = quenching; 280,000 compounds, 0.29% hits; active = well fitted curve in either direction with a large enough effect; inconclusive = small, poorly fitted or top-dose-only effect; note: potency is the fitted concentration of half-maximal effect; % is set by controls: 0 for no effect and ±100 for the full control effect
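Flags fluorescent or light-absorbing compounds by total fluorescence, S + 2P, at 555 nm excitation and 632 nm emission. Mixture: 20 nM Texas Red SRC2 peptide, 0.6 uM human TRb LBD, 1 uM T3, 5% DMSO; compound exposure 5 h at ambient temperature.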
Numbers without * were called inactive; & = joins results of further samples; [ ] = remark or other dose. Unless noted, calls come from the whole dose curve; as a rule, active = well fitted curve in the direction sought with a large enough effect; inconclusive = small, poorly fitted or top-dose-only effect, or another doubt; inactive = no such curve, though single readings can be large; an effect the other way counts as inactive or inconclusive.

What do the screens show for `O=C(N/N=C/c1coc2ccccc2c1=O)c1cc(O)cc(O)c1`?
GLA spleen mod: -2%; Tau fluor cs: inconclusive; TRb SRC2 PPI: 1%; Tau FP inhib: inconclusive; Epigenetic reg: -0.2%; NPSR antag: 9%; CBFb RUNX1 block: 1%; TexasRed fluor: -1%

What do the screens show for `C=CCc1cccc(/C=N/NC(=O)C(=O)Nc2ccc(C)cc2)c1O`?
GLA spleen mod: 3%; Tau fluor cs: 8%; TRb SRC2 PPI: -5%; Tau FP inhib: 6%; Epigenetic reg: 0.0%; NPSR antag: 3%; CBFb RUNX1 block: 1%; TexasRed fluor: -2%

What do the screens show for `CN(Cc1nccn1C)C(=O)CCc1nnc(CCC2CCCCC2)o1`?
GLA spleen mod: -4%; Tau fluor cs: 1%; TRb SRC2 PPI: 2%; Tau FP inhib: -4%; Epigenetic reg: 1.7%; NPSR antag: 3%; CBFb RUNX1 block: -2%; TexasRed fluor: 0%

What do the screens show for `Cc1ccc(F)cc1NCC(=O)Nc1ccc(Br)cc1`?
GLA spleen mod: -1%; Tau fluor cs: inconclusive; TRb SRC2 PPI: -4%; Tau FP inhib: -5%; Epigenetic reg: 0.1%; NPSR antag: -2%[46.1 µM]; CBFb RUNX1 block: 9%; TexasRed fluor: -6%

What do the screens show for `COc1ccc2oc(=O)c(C(=O)N3CCN(c4ccc(C)cc4)CC3)cc2c1`?
Tau fluor cs: -13%; TRb SRC2 PPI: -5%; Tau FP inhib: -4%; Epigenetic reg: 1.1%; TexasRed fluor: 3%

Results for Cc1ccc(N2CC(c3nc4ccccc4n3CCC3CCCCC3)CC2=O)cc1 (stereo not given) ?
Tau fluor cs: 1%; TRb SRC2 PPI: 2%; Tau FP inhib: 3%; Epigenetic reg: -0.9%; TexasRed fluor: -1%

Results for O=C(Cc1ncc(C(F)(F)F)cc1Cl)N1CCN(c2cccc(Cl)c2)CC1 ?
GLA spleen mod: 0%; Tau fluor cs: -17%; TRb SRC2 PPI: -10%; Tau FP inhib: 11%; Epigenetic reg: -0.9%; NPSR antag: 0%[46.1 µM]; CBFb RUNX1 block: 8%; TexasRed fluor: -3%

How did Cc1ccc(-c2ccccc2)n1-c1cccc(C(=O)O)c1 do in these assays?
GLA spleen mod: 10%; Tau fluor cs: 8%; TRb SRC2 PPI: -7%; Tau FP inhib: 6%; Epigenetic reg: 2.1%; NPSR antag: 6%; CBFb RUNX1 block: -5%; TexasRed fluor: 1%

What do the screens show for `Cc1cc(C)n(-c2n[nH]c(=O)c3ccccc23)n1`?
GLA spleen mod: 5%; Tau fluor cs: 5%; TRb SRC2 PPI: -9%; Tau FP inhib: 8%; Epigenetic reg: 5.8%; NPSR antag: 8%; CBFb RUNX1 block: 3%; TexasRed fluor: 1%

Results for Cc1ccc(NC2=C(c3ccc(C(F)(F)F)cc3)C(=O)c3ccccc32)cc1C ?
Tau fluor cs: -28%; TRb SRC2 PPI: -4%; Tau FP inhib: -7%; Epigenetic reg: 6.1%; TexasRed fluor: -1%

How did CC(Sc1ccccc1)C(=O)Nc1ccc(S(=O)(=O)N2CCOCC2)cc1 (stereo not given) do in these assays?
GLA spleen mod: -4%; Tau fluor cs: -14%; TRb SRC2 PPI: 0%; Tau FP inhib: 0%; Epigenetic reg: 0.9%; NPSR antag: -15%[46.1 µM]; CBFb RUNX1 block: 0%; TexasRed fluor: -1%

How did Cc1cc(NC(=O)CSc2nncc(=O)n2N)no1 do in these assays?
GLA spleen mod: -2%; Tau fluor cs: -5%; TRb SRC2 PPI: -3%; Tau FP inhib: -4%; Epigenetic reg: 3.5%; NPSR antag: 16%; CBFb RUNX1 block: -6%; TexasRed fluor: -4%

Results for CC1CCCCC1n1c(-c2cccnc2)n[nH]c1=S (stereo not given) ?
GLA spleen mod: 5%; Tau fluor cs: 3%; TRb SRC2 PPI: -3%; Tau FP inhib: 5%; Epigenetic reg: -1.4%; NPSR antag: 8%; CBFb RUNX1 block: -26%; TexasRed fluor: -3%

What do the screens show for `CCOC(=O)C1(CC2CCCCO2)CCN(Cc2nccn2-c2ccc(OC)cc2)CC1` (stereo not given)?
GLA spleen mod: 16%; Tau fluor cs: -2%; TRb SRC2 PPI: 4%; Tau FP inhib: -6%; Epigenetic reg: -1.8%; NPSR antag: 7%; CBFb RUNX1 block: 8%; TexasRed fluor: -5%

What do the screens show for `CCCCCCCCNC(=O)/C(C#N)=C/c1ccccc1[N+](=O)[O-]`?
GLA spleen mod: -10%; Tau fluor cs: 5%; TRb SRC2 PPI: -15%; Tau FP inhib: -8%; Epigenetic reg: -1.0%; NPSR antag: -9%; CBFb RUNX1 block: -8%; TexasRed fluor: 0%

How did O=C(CS(=O)(=O)c1cccc(Cl)c1)Nc1ccccc1Cl do in these assays?
GLA spleen mod: 5%; Tau fluor cs: -11%; TRb SRC2 PPI: -4%; Tau FP inhib: -3%; Epigenetic reg: -1.1%; NPSR antag: -8%[46.1 µM]; CBFb RUNX1 block: -6%; TexasRed fluor: -1%

Results for CCN1/C(=C/C(C)=O)Sc2ccc(OC)cc21 ?
GLA spleen mod: -14%&-2%; Tau fluor cs: -4%&-5%; TRb SRC2 PPI: 6%&6%; Tau FP inhib: 1%&0%; Epigenetic reg: -1.1%&-1.2%; NPSR antag: inconclusive; CBFb RUNX1 block: -9%&-9%; TexasRed fluor: -4%&-3%

How did CCc1ccc2oc(-c3ccc(NC(=O)c4cc(OC)c(OC)c(OC)c4)cc3)nc2c1 do in these assays?
Tau fluor cs: -27%; TRb SRC2 PPI: -9%; Tau FP inhib: inconclusive; Epigenetic reg: -0.8%; TexasRed fluor: 2%

Results for COc1ccc(OC)c(-c2csc(NC(=O)CSc3ccc([N+](=O)[O-])cc3)n2)c1 ?
GLA spleen mod: 6%; Tau fluor cs: 11µM*[quencher]; TRb SRC2 PPI: -2%; Tau FP inhib: -4%; Epigenetic reg: -3.2%; NPSR antag: -20%; CBFb RUNX1 block: inconclusive; TexasRed fluor: -4%

Results for CCCOc1ccc(C2NC(=S)NC(C)=C2C(=O)c2ccccc2)cc1OC (stereo not given) ?
GLA spleen mod: 7%; Tau fluor cs: -11%; TRb SRC2 PPI: 5%; Tau FP inhib: 4%; Epigenetic reg: 0.0%; NPSR antag: 3%; CBFb RUNX1 block: -13%; TexasRed fluor: -4%

Brought forward from above: two entries, then new ones.
Results for COc1ccc(OC)c(-c2csc(NC(=O)CSc3ccc([N+](=O)[O-])cc3)n2)c1 ?
GLA spleen mod: 6%; Tau fluor cs: 11µM*[quencher]; TRb SRC2 PPI: -2%; Tau FP inhib: -4%; Epigenetic reg: -3.2%; NPSR antag: -20%; CBFb RUNX1 block: inconclusive; TexasRed fluor: -4%

Results for CCCOc1ccc(C2NC(=S)NC(C)=C2C(=O)c2ccccc2)cc1OC (stereo not given) ?
GLA spleen mod: 7%; Tau fluor cs: -11%; TRb SRC2 PPI: 5%; Tau FP inhib: 4%; Epigenetic reg: 0.0%; NPSR antag: 3%; CBFb RUNX1 block: -13%; TexasRed fluor: -4%

How did COc1cnc(-c2ccccn2)nc1NC(C)C do in these assays?
GLA spleen mod: -12%; Tau fluor cs: -14%; TRb SRC2 PPI: -2%; Tau FP inhib: -19%; Epigenetic reg: 2.7%; NPSR antag: -55%; TexasRed fluor: -3%

What do the screens show for `CCOc1ccc(OCC)c(-n2cnnn2)c1`?
Tau fluor cs: 4%; TRb SRC2 PPI: 0%; Tau FP inhib: 7%; Epigenetic reg: 4.6%; TexasRed fluor: -1%

What do the screens show for `COc1ccc(OC)c(NC(=O)c2ccccc2NC(=O)c2ccco2)c1`?
GLA spleen mod: 2%; Tau fluor cs: -22%; TRb SRC2 PPI: -1%; Tau FP inhib: -3%; Epigenetic reg: -1.0%; NPSR antag: -3%; CBFb RUNX1 block: 1%; TexasRed fluor: -1%

How did COc1cccc(-c2nnc(NC(=O)c3cccc(F)c3)o2)c1 do in these assays?
GLA spleen mod: 12%; Tau fluor cs: -11%; TRb SRC2 PPI: 11%; Tau FP inhib: -1%; Epigenetic reg: 4.9%; NPSR antag: 1%; CBFb RUNX1 block: 2%; TexasRed fluor: -3%

What do the screens show for `CCOC(=O)c1ccc(S(=O)(=O)N2CCN(C(=O)CSc3nc4ccccc4o3)CC2)cc1`?
GLA spleen mod: -2%; Tau fluor cs: -24%; TRb SRC2 PPI: 4%; Tau FP inhib: -8%; Epigenetic reg: -1.0%; NPSR antag: -1%; CBFb RUNX1 block: 7%; TexasRed fluor: -1%

What do the screens show for `Cc1ccccc1-n1cc(CNCc2c(C(=O)N(C)C)nc3ccc(Cl)cn23)cn1`?
GLA spleen mod: -6%; Tau fluor cs: 1%; TRb SRC2 PPI: 2%; Tau FP inhib: 1%; Epigenetic reg: 1.1%; NPSR antag: 6%; CBFb RUNX1 block: -5%; TexasRed fluor: -1%

What do the screens show for `CC(C)CCNC(=O)c1cccnc1Sc1ccccc1`?
GLA spleen mod: 7%; Tau fluor cs: 3%; TRb SRC2 PPI: 2%; Tau FP inhib: 2%; Epigenetic reg: 0.0%; NPSR antag: 24%; CBFb RUNX1 block: -6%; TexasRed fluor: -3%

Results for COc1ccc(CCNC(=O)c2cc(=O)c3cc(C)cc(C)c3o2)cc1OC ?
Tau fluor cs: -16%; TRb SRC2 PPI: 5%; Tau FP inhib: 1%; Epigenetic reg: 9.3%; TexasRed fluor: 5%

Results for CCOC(=O)C1CCN(C(=O)Cc2ccccc2OC)CC1 ?
GLA spleen mod: 6%; Tau fluor cs: -5%; TRb SRC2 PPI: -3%; Tau FP inhib: -5%; Epigenetic reg: 0.7%; NPSR antag: 6%; CBFb RUNX1 block: 4%; TexasRed fluor: -2%

Results for CC1=CC(C)(C)N(C(=O)CSc2nccn2C)c2cc(C)ccc21 ?
GLA spleen mod: -17%; Tau fluor cs: -2%; TRb SRC2 PPI: 2%; Tau FP inhib: -6%; Epigenetic reg: -5.8%; NPSR antag: -16%[46.1 µM]; CBFb RUNX1 block: -8%; TexasRed fluor: 0%

Compound activity from PubChem.

An excerpt (hit frequency here may not be typical).
